Peg3 prom inh: reduces Peg3 promoter-driven luciferase expression in HeLa; AID 588405; HeLa PEG-Prom luciferase reporter, luminescence, overnight; 360,000 compounds, 1.7% hits; inhibition, % at 20 µM;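 active = inhibition of at least 50% at 20 µM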
CaV13 ICDI inh: Primary screen for inhibitors of IQ motif and Ca2+-dependent inactivation inhibitor domain binding in CACNA1D, Förster resonance energy transfer in living cells, …; HEK cells, CFP/YFP FRET ICDI-IQ, plate reader, 10 min; percent FRET-ratio fall versus neutral wells; inhibition, % at 12.3 µM; 340,000 compounds, 0.098% hits; AID 743397;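 active = mean replicate inhibition of at least 30% and at least 1% of replicates passing that level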;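 note: 0% = median of the neutral control wells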
m5-HT2A agonist: agonists of mouse serotonin 5-HT2A receptor (HTR2A); AID 624169; activation, % at 7.6 µM; P35363; CHO-K1 mHTR2A beta-arrestin complementation, luminescence; percent of 30 µM serotonin response; 360,000 compounds, 0.66% hits;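 active = activation above a run cutoff, the mean activation of all tested compounds plus 3 SD, cut at about 14% in these data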;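 note: 0% = plate median of compound wells and 100% = 30 µM serotonin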
Target sequence (P35363 whole entry, looked up): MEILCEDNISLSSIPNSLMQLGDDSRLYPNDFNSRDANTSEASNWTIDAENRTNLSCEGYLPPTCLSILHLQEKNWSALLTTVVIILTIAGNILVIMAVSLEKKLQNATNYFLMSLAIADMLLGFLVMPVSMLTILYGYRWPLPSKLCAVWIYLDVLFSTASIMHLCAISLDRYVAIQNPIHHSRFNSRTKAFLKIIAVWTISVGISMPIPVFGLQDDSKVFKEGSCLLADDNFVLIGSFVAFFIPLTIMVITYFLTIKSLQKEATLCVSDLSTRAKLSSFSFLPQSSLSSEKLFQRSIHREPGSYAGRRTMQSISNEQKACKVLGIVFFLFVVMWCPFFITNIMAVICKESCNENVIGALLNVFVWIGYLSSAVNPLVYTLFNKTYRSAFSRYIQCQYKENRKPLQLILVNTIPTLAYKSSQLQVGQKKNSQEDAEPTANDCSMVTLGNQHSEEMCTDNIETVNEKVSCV
PDI inh: blocks human protein disulfide isomerase activity | P07237 | PDI insulin aggregation turbidity, A650, 90 min | inhibition, % at 10 µM | 350,000 compounds, 0.052% hits | AID 588391;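 active = mean inhibition across replicates of 30% or more, whatever share of single replicates reach that level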;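 note: absorbance from insulin aggregation driven by PDI reduction with DTT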
Target sequence (P07237 whole entry, looked up): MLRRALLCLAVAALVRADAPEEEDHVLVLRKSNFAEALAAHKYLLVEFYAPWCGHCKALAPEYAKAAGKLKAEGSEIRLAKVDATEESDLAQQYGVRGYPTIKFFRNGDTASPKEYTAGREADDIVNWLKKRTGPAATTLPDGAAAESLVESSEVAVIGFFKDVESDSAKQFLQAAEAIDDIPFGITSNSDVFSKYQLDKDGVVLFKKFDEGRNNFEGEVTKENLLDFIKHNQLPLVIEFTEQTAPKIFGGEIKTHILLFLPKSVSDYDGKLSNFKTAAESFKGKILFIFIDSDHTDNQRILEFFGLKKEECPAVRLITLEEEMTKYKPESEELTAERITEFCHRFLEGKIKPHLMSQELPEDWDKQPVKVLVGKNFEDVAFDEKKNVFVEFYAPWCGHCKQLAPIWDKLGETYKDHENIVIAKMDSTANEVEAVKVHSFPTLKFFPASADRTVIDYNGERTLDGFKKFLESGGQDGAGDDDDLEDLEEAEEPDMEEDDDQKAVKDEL
NR2E3 ag-1: agonists of human NR2E3 nuclear receptor; AID 602229; inhibition of corepressor binding, % at 3.98 µM; 360,000 compounds, 0.35% hits; Q9Y5X4; CHO-S Gal4-NCOR/VP16-NR2E3 two-hybrid, luciferase;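 active = inhibition above the mean of all tested compounds plus 3 SD, cut at about 70% in these data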;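 note: 0% = DMSO with NR2E3 transfected cells and 100% = cells lacking NR2E3 construct; higher means lower luciferase signal from less NR2E3 corepressor binding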
hiPSC survival: increases survival of single human iPS cells | hiPSC single-cell survival, ATPlite luminescence; 100% = ROCK inhibitor wells, 0% = DMSO | survival enhancement, % at 20 µM | 360,000 compounds, 0.044% hits | AID 602274; in the data active = survival enhancement above about 18%;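 note: cells exposed to compounds for 16 hours before the ATP read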
H9c2 protect: myocardial damage modulation in H9c2 cells | 360,000 compounds, 0.63% hits | H9c2 cardiomyocytes, H2O2 injury protection, ATPLite, 2 h | protection from H2O2 cell death, % at 20 µM;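 active = compounds giving at least 50% protection of heart cells from peroxide-induced death in the single-dose screen, raw or plate-pattern-corrected value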;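 note: 0% = DMSO wells with peroxide and 100% = DMSO wells without peroxide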
HIF-2a inh: HIF-2a inhibition. 786-0 RCC cells HIF-2a reporter, luciferase luminescence, overnight. inhibition, % at 18.8 µM. 360,000 compounds, 0.72% hits;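 active = inhibition of the luminescence signal of 40% or more relative to plate controls, in a single-dose primary screen at 18.75 µM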
NR2E3 ag-2: activates human photoreceptor nuclear receptor NR2E3. GST-NR2E3/biotin-RetCOR TR-FRET, 1536-well. 320,000 compounds, 0.12% hits. inhibition of corepressor binding, % at 4.78 µM. AID 2300;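 active = percent inhibition above the cutoff of mean plus 3 SD of all tested compounds, set per screening campaign, cut at about 20% in these data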;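 note: 0% = DMSO wells and 100% = biotin wells as full block of FRET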
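Test system – NR2E3–RetCOR corepressor complex · Quantity – NR2E3 fusion 1.35 nM · Buffer or medium – Tris pH 7.5 · Incubation – Compound–protein incubation for 5 h at 4 °C · Technique – TR-FRET, Eu(K)-anti-GST donor, streptavidin-D2 acceptor, ex 340, em 617/671 nm · Evaluation – percent inhibition of 671/617 nm emission ratio versus biotin and DMSO controls · Plate – 1536-well format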
MITF TRPM1 inh: MITF TRPM1 promoter inhibition in SK-MEL-5 cells; 330,000 compounds, 0.83% hits; AID 488899; inhibition, % at 12.5 µM; SK-MEL-5 TRPM1 promoter luciferase, 24 h;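 active = mean inhibition across replicates of 60% or more, whatever share of single replicates reaches that level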; note: values of inactives mirror those of a sister screen read the other way
Shn3 3UTR inh: Schnurri-3 reporter inhibition in Clone20 osteoblasts; 360,000 compounds, 0.52% hits; inhibition, % at 12.5 µM; AID 588674; Clone20 osteoblast Shn3 3'UTR firefly luciferase, 24 h;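 active = mean inhibition of at least 75% with every replicate also reaching 75%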;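 note: 0% = median of neutral control wells and 100% = pilot-screen positive control compound; some compounds past the cut are filed as inactive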
* marks the source's active call; other numbers are inactive results; / = no result given.

Below each SMILES – Peg3 prom inh	CaV13 ICDI inh	m5-HT2A agonist	PDI inh	NR2E3 ag-1	hiPSC survival	H9c2 protect	HIF-2a inh	NR2E3 ag-2	MITF TRPM1 inh	Shn3 3UTR inh
- CC(C)C[C@@H](CNCC(=O)[C@H](C)NC(=O)c1[nH]cnc1C(=O)N[C@@H](C)CN)NC(=O)c1nc[nH]c1C(=O)N[C@@H](Cc1ccccc1)C(=O)O
→ 9	-8	-2	-2	0	2.9	0	4	/	-10	2
- COc1ccc(C2/C=C\CN(S(=O)(=O)c3cccc4cccnc34)CC(=O)N2Cc2ccc(F)cc2)cc1 (stereo not given)
→ 21	-10	-2	0	-12	-0.1	50*	16	1	-1	7
- CC(O)[C@H]1CNCCN1CCc1cccc2ccccc12 (stereo not given in full)
→ -15	-11	6	9	-3	-0.9	7	15	4	5	4
- COc1cc(CNC(=O)c2cc(-c3cc(F)ccc3OC(C)C)n[nH]2)cc(OC)c1
→ 7	-5	-6	1	-6	2.6	8	21	/	/	6
- C#CC1(O)CC(C)NCC1(C)CCC#N (stereo not given)
→ 10	0	-4	4	-3	-2.6	9	13	-1	-11	2
- COc1ccc(N2CCCCn3c2nc2c3c(=O)[nH]c(=O)n2C)cc1
→ 5	-5	0	2	-10	3.8	-1	13	0	6	-14
- Cc1ccccc1Oc1ccc(NC(=O)C2CC=CCC2C(=O)O)cc1 (stereo not given)
→ 24	-15	5	-8	-7	-2.7	2	13	3	-9	-14
- CCc1nc2ccccc2n1CCC(=O)O
→ 18	-6	0	1	20	0.6	3	6	-1	-8	0
- COc1ncc(-c2ccc(N3C(c4ccc([N+](=O)[O-])cc4)=Cc4ccccc4C3CC(C)=O)cc2)cn1 (stereo not given)
→ /	-7	-1	/	-62	0.2	/	9	/	/	/
- Cc1c(N2C(=O)CSC2c2ccccc2)c(=O)n(-c2ccccc2)n1C (stereo not given)
→ 19	-13	4	1	-8	0.2	5	14	1	-7	-4
- CCC1CCCCN1CCCNC(=O)c1cn(CC)c2ccc(S(=O)(=O)N3CCc4ccccc4C3)cc2c1=O (stereo not given)
→ 77*	-2	-8	9	-1	-1.7	2	17	9	6	19
- O=C(COC(=O)Cc1n[nH]c(=O)c2ccccc12)Nc1ccc(Cl)cn1
→ 26	-14	1	9	-4	-0.2	88*	9	0	10	-12
- O=C(NC1(C(F)(F)F)NC(=O)N(C2CCCCC2)C1=O)c1cccs1 (stereo not given)
→ 26	/	3	0	9	0.2	-4	16	0	15	15
- O=C(Cc1cccs1)Nc1ccc(C(=O)O)cc1
→ -1	/	1	4	-8	-0.6	5	5	3	2	1
- CCN(CC)S(=O)(=O)c1ccc(N2CCCC2)c(NC(=O)CN2C(=O)NC3(CCCC3)C2=O)c1
→ -22	-16	0	19	14	-0.5	6	5	-1	-6	9
- Clc1ccccc1Cn1nnc(-c2cccs2)n1
→ -235	-4	1	0	-101	-1.7	-6	-228	-2	-66	-69
- O=C(N/N=C/c1cccc(O)c1)c1cc(-c2ccccc2)nc2ccccc12
→ 4	-3	-9	0	-2	0.3	13	-7	0	2	-1
- Cc1ccc(Oc2ccc3c(c2)C(=O)N(c2cccc4cccnc24)C3=O)cc1
→ 6	/	3	-1	-13	-0.4	-5	6	-2	5	1
- Fc1ccc(/C=N/n2cnn(Cc3ccccc3Cl)c2=S)cc1
→ -20	5	1	1	-23	-0.7	-10	-63	5	-3	-11
- CCOc1ccc(NS(=O)(=O)c2ccc(NS(=O)(=O)c3cccs3)cc2)cc1
→ 16	-3	-2	-41	-13	0.2	5	16	0	-2	-17
- CCc1nnc(NC(=O)CSc2nnc(C)n2Cc2ccccc2)s1
→ 1	-9	4	-6	18	-1.1	6	-6	1	1	-13
- O=C1CC(c2ccccc2)CC(=O)N1c1ccc(C(F)(F)F)cc1
→ 7	-11	-1	5	-5	0.9	7	8	4	-3	-11
- CCN(CC(=O)Nc1ccccc1OC)C(=O)CSCC(=O)Nc1ccc(OC)cc1
→ 15	/	6	4	-5	-0.3	1	12	0	9	7
- CN(C)CCN(Cc1ccco1)C(=O)c1oc2ccccc2c1NC(=O)COc1ccccc1
→ 10	-7	-1	3	-7	-0.1	30	3	1	-16	56
- O=C(CN1C(=O)NC2(CCCC2)C1=O)N1CCN(S(=O)(=O)c2cc(Cl)ccc2Cl)CC1
→ 8	-6	3	-6	1	-0.9	3	13	3	13	-5
- CSC1=NCCN1C(=O)c1ccc(S(=O)(=O)N2CCOCC2)cc1
→ -14	-3	-1	/	-1	2.3	4	5	3	0	1
- CNC(=O)CSc1nc2cc(S(=O)(=O)Nc3ccc(OC)cc3)ccc2o1
→ 7	-2	-3	-1	15	0.0	-6	5	3	8	8
- COc1cc([N+](=O)[O-])cc2sc(NC(=O)c3c(F)cccc3F)nc12
→ 15	1	13	0	-8	-1.3	-11	-21	-1	3	0
- COC(=O)CC1SC(=O)NC1=O (stereo not given)
→ 12	/	-4	-5	-7	-1.3	8	15	1	-7	-5
- CCOc1ccc(-n2c(C)c3c(C)nnc(C)c3c2C)cc1
→ 10	-16	-2	-4	16	-0.1	-14	16	/	/	80
- Cc1cc(C)cc(CC(=O)N2CCC2(C)C(=O)NS(=O)(=O)Cc2ccccc2)c1 (stereo not given)
→ 15	-5	0	0	-28	8.2	-1	9	/	/	-7
- CN(Cc1ccccc1)C(=O)COC(=O)C1CCN(S(=O)(=O)c2ccc(Cl)c(C(F)(F)F)c2)CC1
→ -12	-6	11	3	-11	0.0	-6	0	2	-8	-3
- CSc1ccc(C(=O)C2CCCN(C(=O)CCc3cnn(C)c3)C2)cc1 (stereo not given)
→ 1	-5	2	-3	-20	-0.3	-2	-11	3	6	4
- CC(=O)N1N=C(c2ccc3ccccc3c2)OC1(C)C
→ -25	-4	-2	-1	-20	0.2	-18	-69	-1	-7	-2
- Cc1nnc(SCC(=O)N2CCN(c3ccccc3F)CC2)n1C1CC1
→ -6	-6	0	4	14	-0.2	2	-4	/	-7	12
- COc1cc(C(=O)O)cc(NC(=O)c2cccs2)c1OC
→ 6	-19	4	13	7	0.3	2	20	-2	16	2
- COC(=O)c1ccc2c(=O)n(Cc3ccc(C(=O)NCCCN4CCOCC4)cc3)c(=S)[nH]c2c1
→ -38	-3	4	-5	6	-0.5	2	-33	0	3	-9
- CN=c1sc2ccccc2n1CC(O)c1ccccc1 (stereo not given)
→ 11	-5	1	-1	-6	-1.3	0	-5	2	7	7
- CCc1cc2cc(C)cc(C)c2nc1SCC(=O)N1CCCC1
→ 31	/	3	1	7	-0.9	-9	20	5	0	-10
- CC1(C(=O)NS(=O)(=O)C2CC2)CCCN(C(=O)Cc2ccc3ccccc3c2)C1 (stereo not given)
→ 10	-7	3	14	-4	1.2	8	3	/	/	-1
- CC(C)OCC(O)CCc1n[nH]c(=S)n1-c1ccccc1 (stereo not given)
→ -3	-10	0	2	-1	-1.7	3	4	4	-9	10
- COc1ccc(S(=O)(=O)N2CCOCC2)c(C)c1C
→ 11	-10	2	9	-28	-1.2	3	-2	0	8	23
- CCC(C)C(=O)Nc1nc2ccc(S(C)(=O)=O)cc2s1 (stereo not given)
→ -45	-4	-1	-2	-49	0.3	6	-54	-4	-19	-17
- CC(C)C[C@@H](COCc1ccc([N+](=O)[O-])cc1)N1CCN(C(=O)c2ccc(C(F)(F)F)cc2)CCC1=O
→ /	-7	-3	/	-33	-0.7	/	-2	/	/	/
- CCOC(=O)C1(Cc2ccccc2C(F)(F)F)CCN(C(=O)c2cc(C(C)=O)n[nH]2)CC1
→ -13	-3	0	1	-29	1.0	-1	-18	3	-9	2
- CCOC1=C2CN(S(=O)(=O)c3ccc(C)cc3)[C@H](c3ccccc3)C[C@@H]2N(S(=O)(=O)c2ccccc2C)[C@H](c2ccccc2)C1
→ -18	/	-1	/	2	-1.8	-2	-2	/	/	40
- COCCOC(=O)c1c(C)oc2ccc(OCC=C(C)C)cc12
→ -11	-4	5	-2	1	2.3	7	-4	2	-10	-3
- O=C(Cn1nc2n(c1=O)-c1ccccc1SC2)N/N=C/c1cccs1
→ 8	-4	2	-2	4	-0.7	14	16	1	6	-6
- CCC(CC)c1nnc(NC(=O)Cc2cccs2)s1
→ 4	7	-2	-2	-17	3.6	1	1	2	9	2
- C=C(C)CSc1nnc(-c2ccc(OC)c(OC)c2)n1N
→ 11	-3	7	-10	14	-0.9	0	5	-3	1	9

Later entries
Below each SMILES – Peg3 prom inh	CaV13 ICDI inh	m5-HT2A agonist	PDI inh	NR2E3 ag-1	hiPSC survival	H9c2 protect	HIF-2a inh	NR2E3 ag-2	MITF TRPM1 inh	Shn3 3UTR inh
- O=C(O)CNC(=O)c1ccccc1F
→ -7	-5	3	-8	-7	8.0	11	4	-2	-9	-20
- COc1ccc(N2C(=NC(=O)C3CCCO3)SC3CS(=O)(=O)CC32)cc1 (stereo not given)
→ 4	-5	0	8	-3	-0.7	-2	5	-1	-14	-17
- CCn1c(=NC(=O)c2ccco2)sc2cccc(F)c21
→ -162	-5	-2	/	-54	0.2	1	-191	4	-21	-71
- COc1ccc2c(c1)OC[C@H]1[C@H]2N2C(=O)CN(CCc3c[nH]c4ccccc34)C(=O)[C@@]2(C)[C@H]1c1ccccc1
→ 5	-5	-1	1	-2	5.7	1	1	2	4	14
- COc1ccccc1CNC(=O)c1cc(-c2ccccc2)nn1CC1CC(c2cccc([N+](=O)[O-])c2)=NO1 (stereo not given)
→ 17	-5	0	-9	16	-1.6	6	3	6	4	10
- Cc1ccc(C(=O)Cn2c3[n+](c4ccccc42)CC(O)CS3)cc1 (stereo not given)
→ 3	4	-6	-2	-34	-0.1	-1	13	-2	-1	6
- CNC1(c2nnnn2-c2ccccc2C)CCOC(C)(C)C1 (stereo not given)
→ 7	-3	3	-1	-6	-0.3	4	11	0	-6	9
- Nc1c(C(O)(C(F)(F)F)C(F)(F)F)ccc2ccccc12
→ 3	-8	1	-6	1	0.5	-8	13	/	12	-11
- Cc1[nH]nc2c1C(c1ccc(F)cc1)C(C#N)=C(N)O2 (stereo not given)
→ 9	/	-1	-14	-27	6.8	13	10	-1	12	0
- CS(=O)(=O)NCCNc1ncc(C(F)(F)F)cc1Cl
→ -4	11	5	-2	8	-0.7	2	-5	3	0	-5
- CCC(C)NC(=O)c1ccc(CSCc2ccccc2Cl)o1 (stereo not given)
→ -22	-4	-8	-16	-32	0.2	-7	-54	-3	-12	-9
- CCOC(=O)c1c(NC(=O)CN2C(=O)NC3(CCC(C)CC3)C2=O)sc(C)c1CC (stereo not given)
→ 21	-4	-3	-7	-19	-0.2	-1	8	1	0	-31
- COc1ccc(S(=O)(=O)N(C)c2ccc(C(=O)NCC3CCCO3)cc2)cc1 (stereo not given)
→ 23	-7	-1	1	-21	-0.4	8	6	-1	18	12

Bioassay records as filed in PubChem BioAssay.
